# Screens from PubChem BioAssay.
# Pemphigus Ab inh: inhibitors of pemphigus antibody binding to DSG3, primary screen, biochemical, bead-based, flow cytometry, scFv-GFP | Desmoglein-3 (Homo sapiens), P32926 | DSG3-coupled beads, scFv-anti-DSG3-GFP binding; active compounds read low | binding (percent of control), % at 10 µM | actives 0.48% (n = 310,000) | AID 588358, 2011;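 active = binding more than 3 SD below its plate's average and above zero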;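 also: hits lower antibody fragment binding to DSG3; some compounds called inactive have numbers as strong as hits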
# Target sequence (P32926 whole entry, looked up, the tested form may be a part): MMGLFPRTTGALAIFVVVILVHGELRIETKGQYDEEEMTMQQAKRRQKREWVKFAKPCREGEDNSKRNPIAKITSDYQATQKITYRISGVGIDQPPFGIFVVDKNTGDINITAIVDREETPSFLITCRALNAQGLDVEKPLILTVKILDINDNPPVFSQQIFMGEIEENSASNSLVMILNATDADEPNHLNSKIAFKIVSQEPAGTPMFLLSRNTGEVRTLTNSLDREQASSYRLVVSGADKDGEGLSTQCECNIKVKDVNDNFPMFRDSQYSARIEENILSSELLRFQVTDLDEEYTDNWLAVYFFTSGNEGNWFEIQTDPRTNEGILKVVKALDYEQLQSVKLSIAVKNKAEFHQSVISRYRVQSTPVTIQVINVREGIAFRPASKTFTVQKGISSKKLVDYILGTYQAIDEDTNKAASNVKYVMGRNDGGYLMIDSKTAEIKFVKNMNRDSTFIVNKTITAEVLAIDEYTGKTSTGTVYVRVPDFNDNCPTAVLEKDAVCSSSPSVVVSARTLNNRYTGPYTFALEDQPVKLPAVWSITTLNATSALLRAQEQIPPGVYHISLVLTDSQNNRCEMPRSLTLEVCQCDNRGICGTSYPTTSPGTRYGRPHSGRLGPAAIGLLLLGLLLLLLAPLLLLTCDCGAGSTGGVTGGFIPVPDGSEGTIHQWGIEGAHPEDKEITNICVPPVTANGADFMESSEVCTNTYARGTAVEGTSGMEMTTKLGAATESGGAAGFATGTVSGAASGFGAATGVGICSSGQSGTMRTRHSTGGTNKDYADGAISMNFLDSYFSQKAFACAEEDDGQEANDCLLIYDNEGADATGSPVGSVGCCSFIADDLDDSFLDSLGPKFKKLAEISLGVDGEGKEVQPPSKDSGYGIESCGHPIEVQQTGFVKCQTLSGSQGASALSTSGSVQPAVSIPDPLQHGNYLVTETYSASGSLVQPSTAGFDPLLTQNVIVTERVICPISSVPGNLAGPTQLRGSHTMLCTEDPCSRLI
# RTF Ca sens inh: cardiac RTF calcium sensitivity inhibitors, primary screen, biochemical, IANBD-TnC fluorescence, EC70 calcium. IANBD-labeled cardiac RTF, Ca2+ fluorescence. inhibition, % at 7.15 µM. actives 0.12% (n = 340,000). AID 493244, 2011;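 active = inhibition above the mean inhibition of all tested compounds plus 3 SD, cut at about 17% in these data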;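 also: assay run at fixed EC70 calcium of 1.6 mM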
# V-ATPase pHluor: regulators of yeast V-ATPase proton pumping, primary screen, pHLuorin cytosolic pH fluorescence. S. cerevisiae. response, % at 10 µM. actives 0.37% (n = 350,000); in the data active = response mostly above about 7.3%, no sharp cut-off; inactive = mostly below about 5.4%; also: actives read high; inactives centre near 0; some compounds called inactive have numbers as strong as hits; reference of the scale not given here
# Wnt bcat act: Wnt/beta-catenin pathway activators, primary screen, cell-based, plate reader, single point; Wnt/beta-catenin reporter cell assay, activator; activation, % at 9.35 µM; actives 1.2% (n = 300,000); AID 743398, 2014; in the data active = activation above about 30%, passing the limit was not always enough;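 also: 0% = neutral control wells and 100% = positive control wells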
# MOR-DOR ag: agonists of OPRM1-OPRD1 heterodimerization, primary screen, cell-based, luminescence | Mu-type opioid receptor (Homo sapiens) + Delta-type opioid receptor (Homo sapiens), … | cells | activation, % at 9.3 µM | actives 0.3% (n = 340,000); in the data active = activation above about 18%;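 also: 0% = vehicle-treated cells and 100% = reference agonist; values of inactives mirror those of a sister screen read the other way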
# LANA DNA inh: inhibitors of KSHV C-LANA binding to DNA, primary screen, biochemical, fluorescence polarization, FAM-LBS DNA, MBP-C-LANA, single point; inhibition, % at 9 µM; AID 504423, 2011; actives 0.078% (n = 340,000); Kaposi's sarcoma herpesvirus LANA C-terminal domain (residues 932-1162) DNA binding;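 active = highest replicate inhibition at or above 60% at 9 µM, even if other replicates fall short; inactive = all replicates below 60% inhibition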;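 also: 0% = neutral control wells and 100% = 4 µM acridine orange control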
# RTF Ca sens act: cardiac RTF calcium sensitivity activators, primary screen, biochemical, IANBD-TnC fluorescence, EC20 calcium. activation, % at 7.2 µM. Troponin I, cardiac muscle (Homo sapiens) + Troponin T, cardiac muscle (Homo sapiens) + …. IANBD-labeled TnC RTF fluorescence at EC20 calcium; 0% EC20 calcium, 100% full calcium. AID 493008, 2010. actives 0.24% (n = 340,000);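 active = activation above the mean over all tested compounds plus 3 SD, cut at about 30% in these data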;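 also: rise in fluorescence read as greater calcium sensitivity of cardiac thin filaments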
# Arr AP2 block: inhibitors of beta-arrestin/AP2 binding, primary screen, biochemical, GPCR trafficking, flow cytometry; inhibition, % at 10 µM; beta-arrestin 1 C-terminal peptide binding to AP2 beta2-adaptin appendage (human); AID 504490, 2011; actives 0.31% (n = 340,000); FITC-arrestin peptide / GST-AP2 beads; AP2 beta2 appendage carries R879A mutation;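 active = inhibition above a set limit, near 3 SD of compounds lacking own fluorescence, cut at about 54% in these data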;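 also: plate controls were DMSO wells for no effect and 5 µM unlabelled arrestin peptide for full effect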
#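 Test system: GST-tagged AP2 beta2-adaptin appendage (R879A) on 4 µm glutathione beads; also added: fluorescein-tagged arrestin peptide at 50 nM final; timing: 12 min plus 1 h, RT; signal: flow cytometry, FL1 (488/535 nm); read-out: percent drop in bead-associated FITC signal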
# MOR-DOR inv ag: inverse agonists of MOR-DOR heterodimerization, primary screen, cell-based, luminescence; AID 504357, 2011; inhibition, % at 9.3 µM; cell-based MOR-DOR heterodimer luminescence, inverse agonism; actives 0.21% (n = 340,000); Mu-type opioid receptor (Homo sapiens) + Delta-type opioid receptor (Homo sapiens), …; in the data active = inhibition above about 22%, passing the limit was not always enough;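 also: 0% = cells with DMSO and 100% = wells without cells with DMSO; values of inactives mirror those of a sister screen read the other way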
# Keap1 Nrf2 FP: Keap1-Nrf2 protein-protein interaction inhibitors, primary screen, biochemical, fluorescence polarization, single point | actives 0.15% (n = 340,000) | AID 504523, 2011 | Keap1 Kelch-Nrf2 peptide fluorescence polarization, 1536-well | inhibition, % at 9.4 µM; in the data active = inhibition above about 12%;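 also: human Keap1 Kelch domain with fluorescein labeled Nrf2 9mer peptide probe; 0% = neutral control wells and 100% = peptide positive control; higher means more block of Keap1 binding to Nrf2 peptide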
# Numbers without * were called inactive; . = not tested or not shown.
molecule	Pemphigus Ab inh	RTF Ca sens inh	V-ATPase pHluor	Wnt bcat act	MOR-DOR ag	LANA DNA inh	RTF Ca sens act	Arr AP2 block	MOR-DOR inv ag	Keap1 Nrf2 FP
OC12CCCCC1C(c1ccc3c(c1)OCO3)N(Cc1ccc(F)cc1)CC2 (stereo not drawn)	105.2	-4.0	0.0	.	7.2	-0.3	1.7	-5.6	-41.5	0.9
Cc1c(C(=O)Nc2ccccc2C(=O)N2CCOCC2)cccc1[N+](=O)[O-]	121.2	-5.5	-4.5	.	2.3	0.9	4.3	2.3	-12.1	-6.7
O=C(NCCc1ccccc1)c1ccc(NC(=O)C2CCCCC2)cc1	105.0	-0.2	-3.1	0.0	-0.5	-0.5	0.8	-19.2	2.5	-2.4
CN=C(NC1CCCCC1)c1ccc([N+](=O)[O-])cc1	98.7	-8.4	-3.1	0.3	-2.6	-0.1	2.6	-2.1	13.0	-7.6
O=C(COC(=O)Cc1ccsc1)Nc1ccccc1	137.7	-5.8	-0.5	.	-0.9	-0.2	-2.9	9.5	4.3	-1.5
CCCC/C(C)=N/NC(=O)c1cn(-c2ccccc2)nc1-c1ccccc1	102.5	2.6	0.0	-3.9	1.1	-0.6	-3.0	15.3	-7.9	0.6
Cc1ccccc1OC1CCN(C(=O)c2cc(COc3ccccc3)on2)CC1	101.3	-0.4	0.4	4.5	2.9	-0.2	-2.7	-1.9	-20.2	-0.4
COC1CCCN(C(=O)c2ccc(OC3CCN(CCc4ccccc4)CC3)cc2)C1 (stereo not drawn)	110.2	-12.3	6.8	-1.2	-1.2	-0.2	1.8	9.0	6.2	-7.3
Clc1ccc(CSc2nnc(Cn3cnc4ccccc43)o2)cc1	107.4	0.4	-1.6	-11.9	0.6	-2.5	-10.6	20.6	-3.9	0.3
CN(C)S(=O)(=O)c1ccc(NC(=O)c2cc3ccccc3o2)cc1	92.8	4.0	-5.9	.	4.5	2.4	7.4	-4.4	-24.2	-3.4
CCN1C(=O)c2ccccc2S(=O)(=O)c2ccc(C(=O)NCc3cccnc3)cc21	100.2	-2.7	1.9	-4.1	-2.7	0.2	4.8	-6.2	13.8	-8.0
CC(NS(=O)(=O)c1ccc(Br)cc1)C(=O)NCCc1ccccc1 (stereo not drawn)	131.4	-10.6	0.8	-17.2	-0.4	0.7	-3.0	36.0	1.9	6.3
Cc1ccc(-c2nn(C(C)(C)C)c3ncnc(N)c23)cc1	109.2	5.3	4.0	-4.9	4.0	2.3	-1.3	-2.1	-22.5	2.7
CCOC(=O)c1cnn(CCOC(=O)C(C)(C)C)c1NC(=O)C(C)(C)C	98.8	-7.8	2.2	17.9	0.0	0.3	-8.8	8.9	-0.2	-0.3
CCOc1ccccc1NC(=O)C(C)CC (stereo not drawn)	97.1	1.7	-0.1	2.7	-1.6	0.9	1.2	-0.3	9.3	0.7

# An excerpt from above, showing only RTF Ca sens act:
mol | RTF Ca sens act
Clc1ccc(CSc2nnc(Cn3cnc4ccccc43)o2)cc1 | -10.6
CCOC(=O)c1cnn(CCOC(=O)C(C)(C)C)c1NC(=O)C(C)(C)C | -8.8

# Sorted by molecular weight (lowest first): 9 of the compounds above.
molecule	Pemphigus Ab inh	RTF Ca sens inh	V-ATPase pHluor	Wnt bcat act	MOR-DOR ag	LANA DNA inh	RTF Ca sens act	Arr AP2 block	MOR-DOR inv ag	Keap1 Nrf2 FP
CCOc1ccccc1NC(=O)C(C)CC (stereo not drawn)	97.1	1.7	-0.1	2.7	-1.6	0.9	1.2	-0.3	9.3	0.7
CN=C(NC1CCCCC1)c1ccc([N+](=O)[O-])cc1	98.7	-8.4	-3.1	0.3	-2.6	-0.1	2.6	-2.1	13.0	-7.6
O=C(COC(=O)Cc1ccsc1)Nc1ccccc1	137.7	-5.8	-0.5	.	-0.9	-0.2	-2.9	9.5	4.3	-1.5
Cc1ccc(-c2nn(C(C)(C)C)c3ncnc(N)c23)cc1	109.2	5.3	4.0	-4.9	4.0	2.3	-1.3	-2.1	-22.5	2.7
O=C(NCCc1ccccc1)c1ccc(NC(=O)C2CCCCC2)cc1	105.0	-0.2	-3.1	0.0	-0.5	-0.5	0.8	-19.2	2.5	-2.4
Clc1ccc(CSc2nnc(Cn3cnc4ccccc43)o2)cc1	107.4	0.4	-1.6	-11.9	0.6	-2.5	-10.6	20.6	-3.9	0.3
CCCC/C(C)=N/NC(=O)c1cn(-c2ccccc2)nc1-c1ccccc1	102.5	2.6	0.0	-3.9	1.1	-0.6	-3.0	15.3	-7.9	0.6
Cc1c(C(=O)Nc2ccccc2C(=O)N2CCOCC2)cccc1[N+](=O)[O-]	121.2	-5.5	-4.5	.	2.3	0.9	4.3	2.3	-12.1	-6.7
CCN1C(=O)c2ccccc2S(=O)(=O)c2ccc(C(=O)NCc3cccnc3)cc21	100.2	-2.7	1.9	-4.1	-2.7	0.2	4.8	-6.2	13.8	-8.0

# The results go on.
molecule	Pemphigus Ab inh	RTF Ca sens inh	V-ATPase pHluor	Wnt bcat act	MOR-DOR ag	LANA DNA inh	RTF Ca sens act	Arr AP2 block	MOR-DOR inv ag	Keap1 Nrf2 FP
CC1CCCN(C(=O)C2CCN(S(=O)(=O)c3cccc4nsnc34)CC2)C1 (stereo not drawn)	103.8	-2.9	-6.0	-0.2	-3.2	-0.9	-3.1	-5.3	16.5	-5.3
Cc1cc(Nc2ccc3c(c2)OCCO3)n2ncnc2n1	89.6	-3.7	-2.2	-1.8	-0.9	0.4	2.6	8.5	4.1	1.9
S=C(NCc1ccc2c(c1)OCO2)NC1CC1	103.9	-6.9	-0.9	0.1	-1.5	-1.6	5.0	9.0	7.6	-2.6
CN1CCN(C(=O)/C=C\c2ccc(Cl)cc2)CC1	93.3	-11.7	-0.2	0.0	-0.9	0.0	1.6	-9.1	5.6	-1.6
